Source: PubChem (several laboratories)
TLR9-MyD88 inh: TLR9-MyD88 interaction inhibition. AID 504734. CHO BLA complementation TLR9-MyD88, CCF4 FRET ratio. inhibition, % at 4.98 µM. Q9NR96+Q99836. 340,000 tested, 0.21% active;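 active means inhibition above the mean over all tested compounds plus 3 SD, cut at about 21% in these data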;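 further: 0% = DMSO only wells and 100% = clavulanate BLA inhibitor control wells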
NOD2 RIPK2 PPI: blocks binding of human NOD2 to RIPK2. inhibition, % at 4.98 µM. AID 624267. 360,000 tested, 0.38% active. O43353. CHO BLA complementation NOD2-RIPK2, CCF4 ratio; in the data active means inhibition above about 21%;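 further: 0% = vehicle only and 100% = reference blocker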
Vif imaging: HIV Vif inhibition; inhibition, % at 7.49 µM; 340,000 tested, 0.35% active; AID 602346; HEK293T cells, Vif self-association by quenched fluorescence, imaging, 24 h; in the data active means inhibition above about 50%, passing the limit was not always enough; further: some results filed as inactive read as strong as hits
SRC3 inh: inhibitors of human steroid receptor coactivator 3 (SRC3) | Q9Y6Q9 | HEK293 GAL4-SRC3 luciferase reporter, luminescence | inhibition, % at 3.6 µM | 360,000 tested, 0.17% active;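 active means inhibition above a per-campaign cutoff, the mean of all compounds plus 3 SD, cut at about 60% in these data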;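 further: 0% = DMSO-treated cells and 100% = gossypol-treated cells at 36 µM; higher means less SRC3-driven luciferase light from the GAL4 reporter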
TROY NFkB inh: inhibitors of TROY-dependent NF-kB signaling; Q293 LMP1-TROYcd NF-kB luciferase reporter, 4 h; inhibition, % at 10 µM; AID 1347056; 360,000 tested, 0.98% active;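 active means compounds whose plate-normalised and pattern-corrected inhibition of the luciferase reporter signal at the single screening dose is 50% or more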
TRAIL sens C8: sensitizes caspase-8 expressing cells to TRAIL; 360,000 tested, 1% active; inhibition (viability loss, TRAIL sensitization), % at 10 µM; AID 624354; NB7+C8 cells + TRAIL, ATPlite viability luminescence;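 active means compounds causing at least 50% loss of cell viability in the single-dose screen, relative to plate controls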
SRC2 inh: human SRC2 (NCOA2) inhibition; inhibition, % at 9 µM; Q15596; HEK293 GAL4-SRC2 luciferase reporter, luminescence; AID 651957; 370,000 tested, 0.17% active;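 active means inhibition above the mean inhibition of all tested compounds plus 3 SD, set per campaign, cut at about 52% in these data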;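 further: 0% = DMSO treated cells and 100% = cells given Gossypol at 36 µM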
NR2F2 inh: inhibitors of human COUP-TFII (NR2F2). P24468. HEK293T NGFI-A luciferase reporter, luminescence. inhibition, % at 8.6 µM. 370,000 tested, 0.7% active;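 active means inhibition above a per-plate cutoff, mean inhibition of test wells between control levels plus 3 SD, cut at about 38% in these data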;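 further: cells cotransfected with COUP-TFII expression vector driving the NGFI-A reporter; 0% = median of COUP-TF2 test wells and 100% = reporter-only cells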
NCOA1 inh: inhibitors of human steroid receptor coactivator 1 (SRC1); HEK293 GAL4-SRC1 luciferase reporter, luminescence; 360,000 tested, 0.12% active; AID 588354; inhibition, % at 3.6 µM;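 active means inhibition above the campaign mean plus 3 SD, with each screening campaign given its own cutoff, cut at about 60% in these data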;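 further: 0% = DMSO treated cells and 100% = gossypol at 36 µM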
LMP1 NFkB inh: inhibitors of Epstein-Barr LMP1-induced NF-kappaB reporter; AID 504558; 350,000 tested, 0.69% active; inhibition, % at 12.5 µM; LMP1-induced NF-kappaB luciferase reporter cells, luminescence; in the data active means inhibition above about 41%;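 further: 0% = neutral control wells and 100% = reference inhibitor control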
NR5A2 inv ag: inverse agonists of human LRH-1 (NR5A2). HEK293T StAR-luciferase reporter, LRH-1 transfected, 24 h. inhibition, % at 3.6 µM. 360,000 tested, 0.13% active;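 active means inhibition above the mean inhibition of all tested compounds plus 3 SD, cut at about 73% in these data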;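 further: 0% = DMSO wells and 100% = reporter-only cells lacking LRH-1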
Active calls of the source: *; . = no result given.

SMILES	TLR9-MyD88 inh	NOD2 RIPK2 PPI	Vif imaging	SRC3 inh	TROY NFkB inh	TRAIL sens C8	SRC2 inh	NR2F2 inh	NCOA1 inh	LMP1 NFkB inh	NR5A2 inv ag
CCN(C(=O)CSc1nnc(-c2ccncc2)n1C)C1CCS(=O)(=O)C1 (stereo unspecified)	-7	-10	.	10	-11	-8	-1	13	7	9	3
CC(=O)Nc1sc(C)c(C)c1C(=O)OCC(=O)NCc1ccc(F)cc1	7	-5	11	-1	7	-7	-35	11	-6	3	0
CC1(C(=O)NS(=O)(=O)c2ccccc2Cl)CCN1C(=O)C/C=C/c1ccccc1 (stereo unspecified)	.	1	.	12	-5	-6	-8	-12	-6	.	0
CCN(CC(=O)Nc1ccc2c(c1)OCCO2)C(=O)c1cccc(OCC(C)C)c1	-6	-1	-11	4	-4	13	-22	-16	-32	-13	14
CCc1ccccc1N(CC)C(=O)c1cn(CC)c(=O)c2cc(OC)c(OC)cc12	-7	3	-1	11	-11	34	12	8	9	9	3
O=C(CNC1CCCCC1)NCC1(c2ccccc2)CCCC1	-3	-15	3	11	1	-5	12	5	4	4	22
CC(=O)NCCCC(=O)NN1C(=S)N(Cc2ccccc2)C(=O)C1CC(=O)Nc1cccc(C)c1 (stereo unspecified)	-5	-6	-4	0	-12	9	2	14	-29	2	0
O=C(Nc1cccc(C(F)(F)F)c1)C1CC(=O)N(Cc2ccco2)C1 (stereo unspecified)	-7	-9	-8	-6	-2	10	-11	13	-7	-3	17
O=C1c2ccccc2-c2c1cccc2C(=O)N1CCN(C(=O)c2ccco2)CC1	0	0	-1	10	0	-21	8	25	3	-7	-4
CCOC(=O)c1cnc2c(-c3ccc(F)cc3)cnn2c1C(F)(F)F	11	-7	-2	5	-16	-2	.	.	3	3	17
CCn1cc(C(=O)NCCCN(C)C)c(=O)c2cc(F)c(N3CCN(C)CC3)cc21	14	2	5	14	-23	2	-5	-14	-10	0	-6
COc1cccc(-n2c(Cc3cc(=O)[nH]c(=O)[nH]3)nnc2SCc2cccc(C(F)(F)F)c2)c1	0	-4	0	17	-20	-2	-24	5	7	-7	20
C#CCNC(=O)c1ccc2sc([C@@H]3O[C@H](CO)[C@H](O)[C@H](O)[C@H]3O)nc2c1	.	-7	-11	-4	-14	1	-8	10	9	.	11
CCOC(=O)c1c(NC(=O)CC2SC(N)=NC2=O)sc(C)c1C (stereo unspecified)	12	2	4	-12	-5	2	-8	-6	4	4	-8
Cc1ccccc1CS(=O)(=O)Cc1ccc(C(=O)NCc2cccnc2)o1	-13	-10	31	-27	17	-2	-6	11	1	-9	-9
Cc1ccccc1OCC(=O)NNC(=O)CSc1nc(N)cc(N)n1	3	-1	1	7	-1	0	4	5	-1	-1	-1
Cc1ccc(-n2ncc3c(NCCCn4ccnc4)ncnc32)c(C)c1	-7	12	5	-7	4	6	-4	-3	5	4	-31
O=C(CCS(=O)(=O)CCN1CCOCC1)NCNC(=O)CCS(=O)(=O)CCN1CCOCC1	-8	-10	-16	-6	0	3	-31	-36	5	-8	3
OCC1(Cc2ccccc2C(F)(F)F)CCN(Cc2cccc3cnccc23)CC1	-5	1	-1	-10	-9	2	2	-1	-17	-5	-33
COc1cc(NC(=O)c2ccc(COCC(F)(F)F)o2)cc(OC)c1OC	-9	3	0	14	0	-2	-13	-30	7	2	28
COc1ccc(CN2CC[C@H]3C=CC[C@@H](C(=O)NCCc4ccccc4)[C@H]3C2=O)cc1OC	-1	-1	0	-36	-14	1	-28	-6	-40	-10	-43
S=C(Nc1ccccc1)N1N=C(c2cccs2)CC1c1cccs1 (stereo unspecified)	-1	4	2	-2	-14	0	-24	-7	-24	-8	-6
Cc1ccc(NC(=O)C2CC(=O)N(Cc3ccco3)C2)cc1 (stereo unspecified)	-7	-1	-2	-3	-25	-5	3	26	-2	-7	-6
CCn1c(C(C)NC(=O)c2ccc(Cl)cc2)n[nH]c1=S (stereo unspecified)	1	-1	-2	9	-17	-10	7	-11	6	2	3
CCCCn1c(N)c(N(C(=O)CSc2nncn2-c2ccccc2C)C2CCCC2)c(=O)[nH]c1=O	4	-1	10	2	-4	1	19	-9	7	2	3

Continued.
SMILES	TLR9-MyD88 inh	NOD2 RIPK2 PPI	Vif imaging	SRC3 inh	TROY NFkB inh	TRAIL sens C8	SRC2 inh	NR2F2 inh	NCOA1 inh	LMP1 NFkB inh	NR5A2 inv ag
Cc1cccc(NC(=O)CSc2nc3sc(C)cc3c(=O)n2C)c1	5	6	5	6	-19	-3	-11	21	3	5	-19
CN1C(=O)N(CC(=O)N2CCN(c3ccccc3F)CC2)C(=O)C12CCCCC2	1	4	5	-2	9	-6	6	1	6	-1	19
CCC1CCC/C1=N\NC(=O)CCC(=O)Nc1ccccc1Cl (stereo unspecified)	-2	-6	-6	6	-2	0	-1	-2	10	3	-11
CCOCCOC(=O)c1cccc2c1-c1ccccc1C2=O	7	-13	-3	23	3	2	-9	22	-3	4	2
O=C(N/N=C\c1cn[nH]c1-c1ccc(Cl)cc1)c1cccs1	3	0	-2	-22	-37	-5	-5	-9	-37	4	-75
Cc1ccc(NC(=O)CCN2C(=O)c3ccncc3C2=O)cc1	-2	-2	4	6	-20	-7	21	15	-13	-7	19
O=C(NCC1(N2CCCCC2)CCCCC1)c1cccc(S(=O)(=O)Nc2ccccc2Cl)c1	-17	-11	-3	12	-2	-4	10	2	6	-5	-24
O=C(Cc1coc(-c2ccc(F)cc2)n1)Nc1ccccc1	6	-2	-7	-5	-33	-2	13	-11	-13	-1	-6
CCc1nc(SCc2nc3ccccc3[nH]2)c2oc3ccccc3c2n1	6	-6	-16	11	42	-34	23	12	1	2	6
Cc1ccc(S(=O)(=O)N2CCN(C(=O)c3cccc(-n4cccc4)c3)CC2)cc1	-12	0	-4	15	7	3	-8	7	4	0	-9
CCN(c1ccccc1)S(=O)(=O)c1ccc(C(=O)N2CCCC(C(F)(F)F)C2)cc1 (stereo unspecified)	-8	-13	4	4	5	8	13	25	-4	-8	15
Cc1ccc(S(=O)(=O)SC/C=C/CSS(=O)(=O)c2ccc(C)cc2)cc1	20	7	2	-61	2	-5	0	-1	-5	-5	-9
CCOCCCNC(=O)CCc1nnc2ccc(N3CCCCC3)nn12	-1	0	8	-2	-12	-2	.	.	7	-13	-20
O=C(c1ccco1)N1CCN(S(=O)(=O)c2ccc(Br)cc2)CC1	1	10	1	-4	2	0	-7	7	3	1	-19
CS(=O)(=O)Nc1ccccc1C(=O)NCc1ccccc1Cl	11	-5	-3	3	-4	0	-14	-27	-20	3	12
CCOC(=O)Cc1csc(NC(=S)NC(=O)c2cc(OC)c(OC)c(OC)c2)n1	-3	-5	3	-6	17	-3	10	-2	-6	8	-11
Cn1c(CNC(=O)c2ccco2)nnc1SCC(=O)Nc1ccccc1Cl	-3	-9	-14	2	-9	-6	-7	-4	-11	5	6
Brc1ccc(Cn2c(-c3ccc(Br)o3)nc3ccccc32)o1	0	3	4	-3	-56	-5	2	-25	-30	-14	-25
CC1Cc2ccccc2N1c1nc(C2CC2)nc2c1nnn2Cc1ccccc1 (stereo unspecified)	-4	-11	3	12	13	2	6	15	-7	-12	15
CCCCNC(=O)C(NS(=O)(=O)c1cccc2nsnc12)c1ccccc1 (stereo unspecified)	-8	3	8	6	-10	3	-27	-14	-5	7	-25
COc1ccccc1N(C)S(=O)(=O)c1ccc(C(=O)OCC(=O)N2CCCCCC2)cc1	-5	-4	-3	3	-10	2	33	-2	-8	2	7
CCCCc1ncc(CN2CCC(n3nccc3NC(=O)c3ccccc3Cl)CC2)[nH]1	5	-6	7	3	4	-3	-1	4	5	2	12
O=C(COc1ccccc1)Nc1ccc(F)cc1	2	-6	32	-22	-27	-3	-25	-15	-25	-4	-45
CCC(=O)NC(c1ccccc1OC)c1ccc2cccnc2c1O (stereo unspecified)	11	0	-1	37	7	2	.	.	23	65*	32
COc1ccc(N=C2NC(=O)S/C2=C\c2ccc(N(C)C)cc2)cc1	-2	5	104*	-55	-45	5	-49	-26	-58	-14	-48
CN(C)/C=C/C(=O)c1ccc(F)cc1F	5	15	9	0	-19	-27	-13	-5	-2	-4	-6
CCCNC(=O)C(=O)NCC(c1ccc2c(c1)OCO2)N1CCN(c2ccc(F)cc2)CC1 (stereo unspecified)	11	9	5	-5	-11	-4	-21	19	1	5	7
N#CCCN(Cc1cccnc1)C(=S)NC(=O)c1ccc(S(=O)(=O)N2CCCC2)cc1	3	-2	18	2	17	-36	-36	-9	12	-1	3

Reformatted bar-delimited: eleven of the compounds above.
compound | TLR9-MyD88 inh | NOD2 RIPK2 PPI | Vif imaging | SRC3 inh | TROY NFkB inh | TRAIL sens C8 | SRC2 inh | NR2F2 inh | NCOA1 inh | LMP1 NFkB inh | NR5A2 inv ag
Cc1cccc(NC(=O)CSc2nc3sc(C)cc3c(=O)n2C)c1 | 5 | 6 | 5 | 6 | -19 | -3 | -11 | 21 | 3 | 5 | -19
CN1C(=O)N(CC(=O)N2CCN(c3ccccc3F)CC2)C(=O)C12CCCCC2 | 1 | 4 | 5 | -2 | 9 | -6 | 6 | 1 | 6 | -1 | 19
CCC1CCC/C1=N\NC(=O)CCC(=O)Nc1ccccc1Cl (stereo unspecified) | -2 | -6 | -6 | 6 | -2 | 0 | -1 | -2 | 10 | 3 | -11
CCOCCOC(=O)c1cccc2c1-c1ccccc1C2=O | 7 | -13 | -3 | 23 | 3 | 2 | -9 | 22 | -3 | 4 | 2
O=C(N/N=C\c1cn[nH]c1-c1ccc(Cl)cc1)c1cccs1 | 3 | 0 | -2 | -22 | -37 | -5 | -5 | -9 | -37 | 4 | -75
Cc1ccc(NC(=O)CCN2C(=O)c3ccncc3C2=O)cc1 | -2 | -2 | 4 | 6 | -20 | -7 | 21 | 15 | -13 | -7 | 19
O=C(NCC1(N2CCCCC2)CCCCC1)c1cccc(S(=O)(=O)Nc2ccccc2Cl)c1 | -17 | -11 | -3 | 12 | -2 | -4 | 10 | 2 | 6 | -5 | -24
O=C(Cc1coc(-c2ccc(F)cc2)n1)Nc1ccccc1 | 6 | -2 | -7 | -5 | -33 | -2 | 13 | -11 | -13 | -1 | -6
CCc1nc(SCc2nc3ccccc3[nH]2)c2oc3ccccc3c2n1 | 6 | -6 | -16 | 11 | 42 | -34 | 23 | 12 | 1 | 2 | 6
Cc1ccc(S(=O)(=O)N2CCN(C(=O)c3cccc(-n4cccc4)c3)CC2)cc1 | -12 | 0 | -4 | 15 | 7 | 3 | -8 | 7 | 4 | 0 | -9
CCN(c1ccccc1)S(=O)(=O)c1ccc(C(=O)N2CCCC(C(F)(F)F)C2)cc1 (stereo unspecified) | -8 | -13 | 4 | 4 | 5 | 8 | 13 | 25 | -4 | -8 | 15

This is a subset; the hit share may differ from the screen's.
